High-throughput results deposited in PubChem BioAssay by several laboratories.
M1 antagonist – antagonists of rat M1 muscarinic receptor; Muscarinic acetylcholine receptor M1 (Rattus norvegicus), P08482; CHO-M1 cells, Fluo-4 calcium, ACh EC80 antagonist mode; stronger effect = lower value; AID 628, 2007; B-score at 10 µM; 3.4% of 64,000 active;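 active = calcium fluorescence response, raw or row-and-column corrected B-score, differing from the plate sample mean either way at a set confidence level, mostly lower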
M1 ag – M1 muscarinic receptor agonists, primary screen, CHO-M1 cells, Fluo-4 calcium, agonist mode; 3% of 64,000 active; Muscarinic acetylcholine receptor M1; Fluo-4 calcium fluorescence; stronger effect = higher value; AID 626, 2007; B-score at 10 µM;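 active = fluorescence rise, raw or as B-score row- and column-corrected plate score, outside the 99.7% band of its plate's samples, either direction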
Jurkat viability – cytotoxicity toward Jurkat T cells, primary screen, cytotoxicity control, cell-based, Jurkat E6.1, 60K MLSMR library; 1.2% of 56,000 active; Jurkat E6.1 viability, ATP luminescence, 48 h; inhibition, % at 4 µM;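 active = inhibition above the mean inhibition of all tested compounds plus 3 SD, cut at about 28% in these data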
Ecoli tolC – growth inhibitors of E. coli tolC mutant, primary screen, strain BW25113 ΔtolC::kan, 384-well | AID 573, 2007 | OD615 | 2.2% of 65,000 active | growth inhibition, % at 10 µM (by protocol);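 active = growth inhibition at or above a cutoff equal to the mean over every tested compound plus 3 SD, cut at about 60% in these data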;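 also: growth measured after 20 h incubation at 37 °C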
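Signal: optical density read at 615 nm; Assay system: E. coli ΔtolC::kan strain BW25113; Times: 20 h incubation with compound, 37 °C; Dosing: 10 µM final, single dose.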
SF1 activator – activators of human SF-1, primary screen, cell-based, CHO-K1, Gal4-SF-1 LBD, luciferase luminescence. Steroidogenic factor 1 (Homo sapiens), Q13285. CHO-K1 Gal4-SF-1 LBD luciferase reporter; % increase over DMSO SF-1-specific signal. activation, % at 10 µM. 1.9% of 65,000 active;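 active = activation above the mean activation of all tested compounds plus 3 SD, cut at about 50% in these data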
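material = CHO-K1 cells with Gal4–hSF-1 LBD chimera plus Gal4-driven luciferase | compound = 10 µM single point, 1% DMSO | incubation = 20 h compound exposure at 37 °C after 1 h cell settling | measured by = SteadyLite luciferase luminescence | evaluation = percent activation relative to DMSO median and mock-transfected background | control set = DMSO negative control and −SF1 background wells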
TNAP act mid DEA – human TNAP enzyme activators, primary screen, biochemical, luminescent, intermediate phosphate acceptor level; purified TNAP, CDP-star luminescence, 100 mM DEA, 30 min; stronger effect = higher value; scale: 0 levamisole-inhibited, 1 vehicle-only enzyme; Alkaline phosphatase, tissue-nonspecific isozyme (Homo sapiens), P05186; 64,000 tested, under 10 active; activation factor at 20 µM;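 active = activation factor of at least 2 at 20 µM, relative to controls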
Target sequence (P05186 whole entry, looked up): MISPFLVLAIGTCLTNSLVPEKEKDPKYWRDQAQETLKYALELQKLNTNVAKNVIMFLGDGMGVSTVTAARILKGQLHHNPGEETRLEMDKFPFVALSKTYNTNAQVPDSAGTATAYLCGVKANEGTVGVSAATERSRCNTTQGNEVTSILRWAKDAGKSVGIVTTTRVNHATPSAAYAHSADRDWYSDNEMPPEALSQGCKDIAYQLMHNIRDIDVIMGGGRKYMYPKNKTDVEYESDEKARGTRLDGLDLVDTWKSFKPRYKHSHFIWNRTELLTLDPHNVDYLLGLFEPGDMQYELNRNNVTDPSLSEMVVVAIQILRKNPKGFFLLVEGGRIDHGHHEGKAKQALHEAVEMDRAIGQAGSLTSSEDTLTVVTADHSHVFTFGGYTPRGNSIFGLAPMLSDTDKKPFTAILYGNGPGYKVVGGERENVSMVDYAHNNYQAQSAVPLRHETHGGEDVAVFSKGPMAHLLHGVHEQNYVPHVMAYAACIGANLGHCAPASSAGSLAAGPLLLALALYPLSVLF
HEK293 NFkB inh – inhibitors of PMA/ionomycin-induced NF-kB reporter, primary screen, antigen receptor NF-kB inhibitor project, cell-based, HEK-293 luciferase reporter, luminescence. HEK-293 NF-kB luciferase reporter. inhibition, % at 3 µM. 0.21% of 62,000 active. AID 465, 2006;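 active = inhibition above the mean of all tested compounds plus 3 SD, cut at about 40% in these data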;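 also: 0% = stimulated DMSO wells and 100% = 10 µM reference inhibitor 5653914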
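Material: HEK-293 cells with stable firefly luciferase reporter driven by four HIV NF-kB elements / Also added: PMA plus ionomycin mix as NF-kB-activating stimulus / Compound dosing: 3 µM once, 0.30% DMSO / Times: 1 h pretreatment, 16 h stimulation, 37 °C / Signal: luminescence / Evaluation: per-plate % inhibition versus controls / Benchmarks: DMSO and 10 µM reference inhibitor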
NADH enzymes – inhibitors of PK/LDH coupling enzymes, profiling panel, artefact control, biochemical, MLSMR library. IC50, µM (series often up to 10 µM), without a hit: top-dose inhibition. AID 774, 2007. 0.02% of 65,000 active. coupled PK/LDH NADH assays, four targets;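 active = single-dose screening hits from any of four coupled enzyme assays that gave an IC50 when retested across doses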;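 also: the DPM-DC format reads NADH fluorescence rather than 340 nm absorbance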
D1 mod – D1 CRE-luciferase signal change, two-sided – cell-based, HEK293 D1, dopamine EC30, D1 allosteric modulator project, primary screen; D(1A) dopamine receptor (Homo sapiens), P21728; dopamine EC30 potentiation; actives deviate in either direction; B-score at 10 µM; 5.9% of 58,000 active; AID 641, 2007;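 active = luminescence count or its row- and column-corrected plate score outside the 99.7% band of the plate's sample wells, on either side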
Target sequence (P21728 whole entry, looked up): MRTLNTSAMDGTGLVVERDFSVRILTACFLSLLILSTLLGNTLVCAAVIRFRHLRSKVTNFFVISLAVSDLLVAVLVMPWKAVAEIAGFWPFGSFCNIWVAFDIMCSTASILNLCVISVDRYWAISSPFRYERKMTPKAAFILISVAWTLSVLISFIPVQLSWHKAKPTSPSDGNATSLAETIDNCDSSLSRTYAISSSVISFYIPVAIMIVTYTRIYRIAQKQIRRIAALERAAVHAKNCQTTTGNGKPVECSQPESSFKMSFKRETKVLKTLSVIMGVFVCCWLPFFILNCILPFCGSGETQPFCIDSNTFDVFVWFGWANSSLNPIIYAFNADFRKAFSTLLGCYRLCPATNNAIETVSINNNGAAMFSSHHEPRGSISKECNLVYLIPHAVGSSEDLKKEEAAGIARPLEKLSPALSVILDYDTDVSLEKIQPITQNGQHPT
An asterisk follows results filed as active; · = not tested or not shown.

canonical_smiles,M1 antagonist,M1 ag,Jurkat viability,Ecoli tolC,SF1 activator,TNAP act mid DEA,HEK293 NFkB inh,NADH enzymes,D1 mod
C/C(=C\C(=O)c1ccc(C)cc1)Nc1cccc(O)c1,-0.45,0.27,14,14,-15,0.9,15,6%,-1.1
Cc1ccccc1NS(=O)(=O)c1ccc2[nH]cc(C(=O)N(C)Cc3ccco3)c(=O)c2c1,0.033,-1,2,0,13,0.9,-1,4%,0.46
Cc1cc2cc(CN(C(=O)C3CC3)C3CCCC3)c3nnnn3c2cc1C,0.14,-0.28,-3,21,-4,0.9,-3,6%,2.3
O=c1[nH]c(CN(CCO)CCO)nc2c1C1(CCCCC1)Cc1ccccc1-2,0.38,1,·,1,5,1.5,·,3%,·
Cc1cc(C)nc(SC(C)C(=O)O)n1 (configuration not stated),0.87,-0.21,-2,-6,1,0.9,18,1%,0.28
Cc1ccc(S(=O)(=O)N2CCC(C(=O)OC(C)C(=O)NCc3ccc4c(c3)OCO4)CC2)cc1 (configuration not stated),0.17,0.05,-6,-11,6,1,1,6%,-0.53
CCOc1ccccc1C(=O)N(C)Cc1cc2ccccc2[nH]c1=O,0.052,-0.42,7,1,-13,0.9,-1,9%,-0.17
O=S(=O)(N[C@@H]1C[C@H]2CC[C@@H]1C2)c1cccs1,-0.024,0.082,·,11,18,0.9,·,7%,0.78
O=C(Cn1nc(-c2ccc(Cl)cc2)ccc1=O)N1CCN(c2ccccc2)CC1,0.42,0.16,3,-11,-7,0.9,18,9%,0.78
O=C(N1CCCCC1)C1(c2ccccc2)CCOCC1,0.28,0.64,-1,-6,-7,0.9,17,9%,-0.79
Cc1cccc(C)c1OCC(=O)NCc1nnc(SCC(=O)NC2CCCCC2C)n1C (configuration not stated),-1.3,0.073,2,7,6,1,10,4%,-0.24
O=C(Nc1ccccc1N1CCN(c2ccc(F)cc2)CC1)c1ccccc1,0.35,0.78,-1,11,-11,0.9,23,3%,-1
CCc1nc(C)cn1S(=O)(=O)c1cc(Br)ccc1OC,1.5,0.45,5,-9,24,1,11,3%,-0.07
COc1ccc(CCNC(=O)C2CCN(S(=O)(=O)N3CCCCC3)CC2)cc1OC,0.34,-0.58,2,-1,3,1,5,8%,1.1
CC1(C)Cc2nc3n[nH]c(N)c3cc2CO1,0.39,0,1,-25,-26,1,19,4%,0.46
Cc1nn2c(NCCCN3CCOCC3)c3c(nc2c1-c1ccccc1)CCC3,-0.088,-1,4,7,-9,0.9,-5,5%,·
CCOc1ccccc1N(CC(=O)NC1CCCC1)C(=O)CCCC(=O)Nc1ccccn1,0.00019,1,-6,-9,-4,1,11,4%,-1.4
CC(C)(C)c1ccc(C(=O)/C=C2\NC(=O)CS2)cc1,-1.4,-0.98,2,28,16,1,-57,5%,-3.2
Cn1cc(S(=O)(=O)N2CCN(Cc3ccccc3)CC2)c(=O)n(C)c1=O,0.97,-2.5,0,-3,3,0.9,17,1%,-0.19
O=C(Nc1ccccc1)c1cccc(N2CCCC2=O)c1,-0.038,-0.32,0,-6,7,0.9,-14,5%,-1.3
Cc1ccccc1-c1nc(CS(=O)(=O)CC(=O)NCc2ccccc2)c(C)o1,0.34,-0.82,-2,8,-8,0.8,3,1%,0.58
CC(=O)N1CCc2c(sc(NC(=O)c3ccc4c(c3)OCCO4)c2C#N)C1,0.56,-0.26,88*,7,77*,0.9,5,5%,·
COc1cc(SC)ccc1C(=O)Nc1ccc(S(=O)(=O)N2CCCC2)cc1,0.72,0.057,-1,-11,8,0.9,0,4%,0.91
CCc1nnc(NC(=O)CSc2nc3c(cc2C#N)CCCC3)s1,0.45,-0.21,-5,-2,78*,0.9,-26,4%,-0.77
Cc1nc2ccc(NC(=O)c3ccc(S(=O)(=O)N4CCOCC4)cc3)cc2s1,0.48,-0.71,·,-2,·,0.9,·,1%,-0.9
COc1ccc(-n2c(=O)cc(N3CCN(c4ccccc4)CC3)[nH]c2=O)cc1,0.39,0.42,-4,2,0,1,23,8%,-0.45
Cc1cc2cc(C(c3nnnn3Cc3ccco3)N3CCc4ccccc4C3)c(=O)[nH]c2cc1C (configuration not stated),-0.22,-1.3,0,49,-11,0.9,17,9%,0.07
COC(=O)C1=C(C)n2nnnc2NC1c1cc2ccccc2o1 (configuration not stated),-0.53,1.5,0,16,-4,0.9,10,9%,-0.041
CCOC(=O)c1ccc(Oc2nc(NC)nc(SC)n2)cc1,0.23,-0.48,8,16,-13,1,9,5%,8*
CC1=C(C(N)=O)C(c2ccco2)C(C(N)=O)=C(C)N1,0.49,-0.083,2,-6,-24,1,14,0%,-0.69
COc1ccc(-c2noc(CN(C(=O)c3ccc(OC(C)=O)cc3)C(C)C)n2)cc1OC,-0.46,-0.18,-1,4,-4,1,-2,8%,3.9*
O=C(NCC(F)(F)F)N1CCOCC1,0.52,0.6,·,20,-3,0.8,·,2%,0.98
CC1(C)CC(C#N)(N2CCOCC2)CCO1 (configuration not stated),0.95,0.0026,0,-7,-10,0.9,11,2%,-0.66
CN(C)c1nc(N)nc(CSc2nc3cc(Cl)ccc3o2)n1,-0.5,-0.31,0,-7,17,0.9,-3,5%,1
CCN1CCCC1CNC1=NCCCCC1 (configuration not stated),-0.0057,0.44,-3,-11,2,0.9,3,3%,-0.42
O=C(COc1cccc(OC(F)F)c1)Nc1ccc(SC(F)F)cc1,0.094,0.38,·,70*,-2,0.9,12,1%,0.15
COCCNC(=O)C1CC(=O)N(C2CCCC2)C1 (configuration not stated),-0.039,-1.1,-6,-9,0,0.9,14,5%,0.052
COc1ccc(S(=O)(=O)N(CC(=O)O)c2ccc(C)cc2)cc1,-0.68,0.29,5,3,-4,0.9,8,5%,-0.54
Cn1c(NC(=O)c2ccccc2)cc(=O)n(C)c1=O,1,0.46,-8,-23,2,1,11,5%,0.24
O=C(CN1CCN(c2ccccn2)CC1)N(c1ccccc1)c1ccc2ccccc2c1,-0.077,-1.1,·,21,-1,1,9,3%,-0.22
Cc1cccc(-c2nc(CS(=O)CC(=O)N3CCCCC3)c(C)o2)c1 (configuration not stated),-0.62,-0.43,4,1,-10,1,14,7%,-0.063
Cc1cc(C)nc(SCc2nnc(SCC#N)n2-c2cccc(Cl)c2)n1,-0.33,0.69,0,2,7,0.9,6,6%,0.13
CCCC(=O)c1cc(F)c(N2CCOCC2)cc1C,-0.0039,-0.031,8,-14,2,0.9,6,6%,0.21
O=C(c1ccccc1C(=O)N1CCN(c2ccc(F)cc2)CC1)N1CCN(c2ccc(F)cc2)CC1,0.066,0.44,6,6,4,0.9,4,4%,-1.7
CCN(c1ccccc1)S(=O)(=O)c1ccc(OCc2c(C)noc2C)cc1,-0.39,-0.16,·,7,10,1,9,0%,-0.79
Cc1[nH]nc2c1C1(CCC(c3ccccc3)CC1)C(C#N)=C(N)O2 (configuration not stated),0.78,-0.84,-1,33,7,0.9,6,1%,·
CCCc1cc(=O)n2[nH]c(Cc3ccccc3)nc2n1,0.099,-0.35,-17,9,8,1,8,4%,-0.36
COc1ccc(CN(C2CCCC2)S(=O)(=O)c2ccc(-n3cnnn3)cc2)cc1OC,-0.3,-2.6,1,19,-6,1,7,1%,5.5*
CCOc1ccccc1C1C(C(=O)OC)=C(N)OC2=C1C(=O)CCC2 (configuration not stated),0.19,0.62,-8,-14,4,0.9,1,7%,-0.082
COc1ccc(OC)c(C(=O)CSc2nc3cccnc3n2C)c1,·,·,3,12,-12,1,8,2%,·
CC(C)(C)n1nnnc1C(c1cccnc1)N1CCN(C(=O)c2ccco2)CC1 (configuration not stated),0.84,-0.49,-1,2,-2,0.9,7,5%,-0.1
Cc1noc(C)c1S(=O)(=O)N1CCC(C(=O)NC2CCCc3ccccc32)CC1 (configuration not stated),0,-0.73,·,-9,10,0.9,6,6%,0.21
Clc1ccc2c(c1)CNc1c(ncnc1N1CCOCC1)O2,-2*,2.7*,3,0,-1,1,1,7%,-0.64
O=C(CSc1nnc(Cn2nnc(-c3ccccc3)n2)n1-c1ccccc1)Nc1ccccc1,1.2,-0.63,-6,1,-3,0.9,5,7%,-0.058
CCCCCCNC(=O)C(C#N)c1nc2ccccc2nc1N1CCOCC1 (configuration not stated),0.63,156*,1,·,-8,0.9,27,8%,0.16
Cc1ccc2oc(=O)c3cnn(CC(=O)NCCc4ccsc4)c3c2c1,-0.016,-0.5,-2,-2,24,0.9,11,6%,-0.14
CC(C)CCNC(=O)NC(=O)CSc1nnc(-c2ccccc2F)n1N,0.18,0.69,-5,3,4,0.9,-10,3%,0.028
CC1CCN(S(=O)(=O)c2ccc3c(c2)oc(=O)n3CC(=O)N2c3ccccc3CC2C)CC1 (configuration not stated),-0.59,0.016,-2,11,10,1,5,14%,2.5
Cc1cc(NCCCn2ccnc2)n2ncc(-c3ccccc3)c2n1,-0.4,-0.043,3,23,-39,1,-24,12%,-6.4*
COc1ccc(-n2cnnc2SCCC#N)cc1,-0.43,0.014,-4,-15,-6,1,3,2%,0.072
COc1ccccc1N1CCN(S(=O)(=O)c2cccc3nsnc23)CC1,0.026,0.062,1,19,-20,0.9,0,2%,-0.91
CCn1c(SCc2nnc(-c3ccccc3)o2)nc2c1c(=O)n(C)c(=O)n2C,1.5,2,-6,-8,-8,0.8,13,8%,-0.39

Record cards, from the list above.
CCN1CCCC1CNC1=NCCCCC1 (configuration not stated) reads M1 antagonist = -0.0057; M1 ag = 0.44; Jurkat viability = -3; Ecoli tolC = -11; SF1 activator = 2; TNAP act mid DEA = 0.9; HEK293 NFkB inh = 3; NADH enzymes = 3%; D1 mod = -0.42
O=C(CSc1nnc(Cn2nnc(-c3ccccc3)n2)n1-c1ccccc1)Nc1ccccc1 reads M1 antagonist = 1.2; M1 ag = -0.63; Jurkat viability = -6; Ecoli tolC = 1; SF1 activator = -3; TNAP act mid DEA = 0.9; HEK293 NFkB inh = 5; NADH enzymes = 7%; D1 mod = -0.058
